Screening results from PubChem.
TAAR1 antag – human TAAR1 antagonism. CHO RD-HGA16 TAAR1, Fluo-8 calcium fluorescence, antagonist. AID 624466. 1.5% of 360,000 active. inhibition, % at 3 µM. Q96RJ0;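 active = inhibition above a per-plate cutoff, the mean inhibition of test compounds on that plate plus 3 SD, cut at about 49% in these data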;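 note: 0% = DMSO plus EC80 beta-PEA response and 100% = DMSO alone without agonist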
Target sequence (Q96RJ0 whole entry, looked up): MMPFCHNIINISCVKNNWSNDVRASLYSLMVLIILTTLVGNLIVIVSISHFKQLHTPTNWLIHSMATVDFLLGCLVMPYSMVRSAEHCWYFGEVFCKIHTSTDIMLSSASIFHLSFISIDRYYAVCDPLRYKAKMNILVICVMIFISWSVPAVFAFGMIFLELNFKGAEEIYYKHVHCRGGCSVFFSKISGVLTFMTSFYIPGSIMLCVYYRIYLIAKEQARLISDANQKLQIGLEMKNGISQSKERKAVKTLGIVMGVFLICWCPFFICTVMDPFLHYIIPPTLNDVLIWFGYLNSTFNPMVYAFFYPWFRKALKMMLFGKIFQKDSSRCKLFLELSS
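Test system: CHO RD-HGA16 cells bearing hTAAR1 | Reagent: β-PEA, EC80 | Compound dosing: 3 µM, single point | Schedule: Dye loading 75 min at 37 °C, then 30 min room temperature | Signal: Calcium fluorescence with Fluo-8 | Evaluation: Percent inhibition of PEA-evoked calcium signal, max/basal emission ratio | Control set: DMSO-only wells and EC80 β-PEA-stimulated wells | Repeats: Singlicate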
OXTR potentiator – potentiators of human oxytocin receptor. P30559. CHO-OTR cells, Fluo-8 calcium fluorescence, potentiator mode; 0% = oxytocin EC15, 100% = EC100. activation, % at 3 µM. 0.061% of 320,000 active. AID 2445;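 active = activation above that plate's cutoff, the mean activation of tested compounds plus 3 SD, cut at about 6.6% in these data, passing the limit was not always enough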;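 note: 100% uses oxytocin at 75 nM as the full agonist control; some results filed as inactive read as strong as hits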
Target sequence (P30559 whole entry, looked up): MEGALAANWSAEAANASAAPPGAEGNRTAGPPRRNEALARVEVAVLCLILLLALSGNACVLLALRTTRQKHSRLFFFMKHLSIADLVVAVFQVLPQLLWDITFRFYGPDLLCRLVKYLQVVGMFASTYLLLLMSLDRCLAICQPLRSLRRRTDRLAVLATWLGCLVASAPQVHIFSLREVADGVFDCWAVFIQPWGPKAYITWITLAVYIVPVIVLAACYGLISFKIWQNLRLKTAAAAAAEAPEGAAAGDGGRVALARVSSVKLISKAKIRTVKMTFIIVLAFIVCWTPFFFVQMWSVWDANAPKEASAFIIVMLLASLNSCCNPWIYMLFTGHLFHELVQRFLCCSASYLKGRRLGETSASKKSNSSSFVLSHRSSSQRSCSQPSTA
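Assay system: CHO cell line stably expressing human OTR | Also added: Oxytocin at about EC15, sub-maximal agonist stimulus | Times: Compound 6 min at room temperature before oxytocin, 100 s read | Measured by: Fluo-8 intracellular calcium fluorescence, ex 470-495, em 515-575 nm | Controls: EC15 oxytocin alone as 0%, 75 nM oxytocin as 100%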
M1 PAM parental – M1 PAM counterscreen hit in parental CHO-K1 cells | ATP EC20, Fluo-8 calcium fluorescence; 0% at ATP EC20, 100% at ATP max | activation, % at 3 µM | 0.02% of 360,000 active;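 active = activation above the run cutoff, the mean activation of all test compounds plus 3 SD, cut at about 40% in these data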;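 note: peak over basal fluorescence ratio in a 140 s read after ATP addition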
CHO-K1 Ca ag – counter-screen for M1 agonists: effect in parental CHO-K1 cells; activation, % at 3 µM; Fluo-8 calcium fluorescence; scaled to maximal ATP response, vehicle zero; AID 602248; 0.48% of 360,000 active; in the data active = activation above about 15%;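 note: untransfected CHO-K1 host cells lacking M1 receptor as counterscreen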
CHO-K1 Ca antag – M1 antagonist counterscreen hit in parental CHO-K1 cells. ATP-induced calcium, Fluo-8 fluorescence. inhibition, % at 3 µM. 0.6% of 360,000 active;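 active = inhibition above a per-plate cutoff, the plate's mean sample inhibition plus 3 SD, cut at about 24% in these data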;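 note: 0% = DMSO plus EC80 ATP and 100% = DMSO alone without ATP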
CHRM1 agonist – agonists of human M1 muscarinic receptor. P11229. CHO-K1 hM1, Fluo-8 calcium fluorescence, agonist mode; 0% DMSO, 100% acetylcholine EC100. activation, % at 3 µM. 0.33% of 360,000 active. AID 588814;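 active = activation above the run's mean compound activation plus 3 SD, cut at about 16% in these data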;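 note: peak over basal fluorescence ratio within a 140 s kinetic read after compound addition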
CHO parental Ca – counter-screen: ATP calcium response change in parental CHO cells | inhibition, % at 5.6 µM | 0.63% of 330,000 active | parental CHO-K1, ATP-induced calcium, Fluo-8 fluorescence;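 active = inhibition above that plate's mean sample inhibition plus 3 SD, cut at about 26% in these data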;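 note: 0% = ATP-challenged DMSO wells and 100% = DMSO wells without ATP; some compounds past the cut are filed as inactive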
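Measured by: calcium-sensitive Fluo-8 fluorescence / Test system: CHO parental line / Controls: ATP-challenged DMSO wells low, unchallenged DMSO wells high / Measure: % inhibition / Compound: single nominal dose of 5.6 µM per compound / Replicates: single well per compound, no replicates / Reagent: ATP as calcium-mobilizing challenge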
M1 antag – antagonists of human M1 muscarinic receptor. P11229. CHO-K1 hM1, Fluo-8 calcium fluorescence, ACh EC80 antagonist. inhibition, % at 3 µM. 1.3% of 360,000 active;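 active = percent inhibition above its own plate's cutoff, namely the mean of that plate's compound wells plus 3 SD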;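 note: peak over basal fluorescence ratio during 140 s after agonist addition; 0% = ACh EC80 plus DMSO and 100% = DMSO alone without agonist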
TAAR1 ag – agonists of human TAAR1; Q96RJ0; CHO RD-HGA16 TAAR1, Fluo-8 calcium fluorescence; vehicle wells 0%, saturating PEA agonist 100%; activation, % at 3 µM; 0.99% of 360,000 active;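 active = activation above the mean activation of all test compounds in the run plus 3 SD, cut at about 38% in these data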
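Assay system: CHO-derived RD-HGA16 cells with stable Gα16 and human TAAR1; timing: 17-24 h seeding, 75 min 37 °C dye, 30 min RT; read-out: % activation from peak over basal fluorescence ratio, DMSO-to-PEA scaled; measured by: kinetic Fluo-8 calcium fluorescence; benchmarks: low control DMSO, high control PEA (EC100); doses: 3 µM single concentration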
* marks the source's active call; other numbers are inactive results; x = not tested or not shown.

SMILES	TAAR1 antag	OXTR potentiator	M1 PAM parental	CHO-K1 Ca ag	CHO-K1 Ca antag	CHRM1 agonist	CHO parental Ca	M1 antag	TAAR1 ag
CC(=O)/C(=N/Nc1cccc(Cl)c1)Sc1nnc(C(O)c2ccccc2)n1-c1ccccc1 (stereo not drawn)	0.4	-4.2	12.9	1.4	2.6	-4.7	-25.3	-4.0	3.8
O=C1C(=O)N(C2CCS(=O)(=O)C2)C(c2cccc(O)c2)/C1=C(/O)c1ccc(Cl)cc1 (stereo not drawn)	-4.8	-1.9	-8.8	0.0	0.5	-1.4	-9.3	13.1	-0.4
CCOc1ccccc1NC(=O)N1CCCC1C(=O)Nc1nnc(CC)s1 (stereo not drawn)	-15.9	-0.5	20.6	0.1	-12.3	-1.0	-8.9	12.8	11.1
COc1c(S(=O)(=O)N2CCCC2)ccc(Cl)c1Cl	-1.9	-7.4	16.1	0.3	-15.3	-5.4	-22.0	-10.2	4.5
Cc1cc(OCC(=O)OCC(=O)NC2CCCC2)ccc1Cl	3.4	-7.6	21.8	2.0	-21.3	-3.5	-10.5	-10.6	1.6
O=S(=O)(SC1=NCCN1)c1ccccc1	-21.6	x	-17.0	0.6	5.1	0.2	x	-4.8	12.4
O=C(COc1ccc(S(=O)(=O)N2CCOCC2)cc1)NCCc1ccc(Cl)cc1	2.6	x	12.0	3.2	0.2	-4.7	x	-2.3	1.7
Nc1sc2c(c1C(=O)NC1CC1)CCCC2	-3.0	-2.6	-8.5	0.3	4.0	-3.0	-13.6	1.2	-0.3
O=C(Nc1ccccc1)c1ccc(S(=O)(=O)NCc2ccco2)cc1	-17.7	-8.9	-6.9	1.7	5.2	-0.5	-12.3	-17.5	3.7
O=C(Nc1ccc(F)cc1)c1ccc(S(=O)(=O)N2CCOCC2)o1	3.6	-5.4	13.3	1.3	-18.2	-0.5	-18.3	-5.7	12.9
O=C(CSc1nnc(CNC(=O)c2ccco2)o1)Nc1ccccc1	-3.4	-12.2	4.1	0.0	12.3	-5.2	7.3	2.6	10.7
O=C(CCN1CCC2CCC(C2)C1)c1ccccc1 (stereo not drawn)	2.8	x	-17.2	0.0	1.2	-3.6	x	-16.6	1.1
CC(C)[C@@H]1CN=C(N)N1C[C@@H]1CCCN1C[C@H](C)N1C[C@@H](Cc2ccccc2)N(CCc2ccc(Cl)c(Cl)c2)C1=N	x	-8.0	18.9	0.7	-10.0	-11.0	-18.2	45.8*	x
COc1ccccc1N1CCN(C(=O)CSc2nnc(NC(=O)C(C)C)s2)CC1	-7.1	2.5	9.2	2.2	-10.9	-2.7	-11.4	-7.8	1.2
COCCN(C(=O)COC(=O)CCSc1ccc(F)cc1)c1c(N)n(Cc2ccccc2)c(=O)[nH]c1=O	-2.7	-7.9	5.7	0.0	-7.3	-2.9	-6.2	-12.6	0.6
CCn1c(NCCCO)nc2c(c1=O)C(C)(CC)Cc1ccccc1-2 (stereo not drawn)	-18.6	-5.2	9.6	3.0	-8.7	-1.7	-11.7	-5.7	18.6
NCCCC[C@@H]1NC(=O)c2cc([N+](=O)[O-])cc(I)c2SC[C@@H](C(N)=O)NC(=O)[C@H](Cc2ccc(O)cc2)NC1=O	x	-13.2	-15.8	-0.3	-3.7	-5.8	7.9	1.1	x
CC(NC(=O)c1ccc(NC(=O)CC2SC(N3CCCC3)=NC2=O)cc1)c1ccc(F)cc1 (stereo not drawn)	-11.8	-1.5	0.4	0.1	-25.0	-3.2	-2.6	-10.0	1.2
COc1cc(-c2cnc3c(NC=O)cc(-c4cccc(C(=O)NCCN(C)C)c4)cn23)cc(OC)c1OC	-11.3	x	6.0	-0.1	-3.2	-8.8	x	-17.1	2.3
N#CC1=C2SCN(Cc3ccco3)CN2C(=O)CC1c1ccccc1F (stereo not drawn)	x	-2.7	20.6	1.0	-12.0	-4.9	-5.3	-3.3	x
Cc1ccc(-c2nnc(Cc3ccc([N+](=O)[O-])cc3)o2)cc1	-3.0	-13.6	17.6	0.6	-13.7	-3.1	-24.6	-7.1	-2.2
CC(C)c1ccc(NC2=NCC(=O)N2Cc2cccs2)cc1	-12.8	-10.0	-0.2	-0.7	7.2	-9.5	-15.2	-9.6	5.0
O=C(CCS(=O)(=O)c1ccc(Br)cc1)N1CCN(c2ccccc2F)CC1	-8.4	-17.3	20.8	2.2	-15.6	0.1	-24.3	-39.4	4.0
NNC(=O)CCc1c[nH]c2ccccc12	-8.1	-13.0	12.9	0.3	0.6	-4.1	-3.1	-1.3	10.6
CCOc1ccc(NCc2nnc(SCC(=O)Nc3cc(C)on3)n2-c2ccc(OC)cc2)cc1	x	-3.0	12.9	-0.2	-11.4	-3.2	-12.3	-8.7	x

Gathered by group: the compounds so far containing an NH in an aromatic ring (2)
SMILES	TAAR1 antag	OXTR potentiator	M1 PAM parental	CHO-K1 Ca ag	CHO-K1 Ca antag	CHRM1 agonist	CHO parental Ca	M1 antag	TAAR1 ag
COCCN(C(=O)COC(=O)CCSc1ccc(F)cc1)c1c(N)n(Cc2ccccc2)c(=O)[nH]c1=O	-2.7	-7.9	5.7	0.0	-7.3	-2.9	-6.2	-12.6	0.6
NNC(=O)CCc1c[nH]c2ccccc12	-8.1	-13.0	12.9	0.3	0.6	-4.1	-3.1	-1.3	10.6

Other structures
SMILES	TAAR1 antag	OXTR potentiator	M1 PAM parental	CHO-K1 Ca ag	CHO-K1 Ca antag	CHRM1 agonist	CHO parental Ca	M1 antag	TAAR1 ag
Cc1ccc(N(C)C(=O)CCS(=O)(=O)c2ccc3c(c2)oc(=O)n3C)cc1	-0.6	-6.0	14.7	0.6	-8.8	-5.4	-3.5	-5.5	2.1
O=C(O)c1cc(-c2cccs2)nc2ccc(F)cc12	-13.8	4.2	-24.6	-0.1	10.9	-1.1	1.9	-3.2	-0.8
Cc1cc(OC(C)C(=O)N(Cc2ccco2)C2CCS(=O)(=O)C2)ccc1Cl (stereo not drawn)	x	-5.2	25.0	1.6	-6.6	-3.2	-9.4	-17.2	x
O=C(NC1CCCC1)C(c1ccccn1)N(C(=O)c1csnn1)C1CC1 (stereo not drawn)	8.2	-0.6	20.9	0.6	-7.2	-4.3	-7.7	-4.6	10.0
COc1ccc(C(=O)NCCNc2nc3cc(C)c(C)cc3cc2C)cc1	-4.8	-6.9	14.5	0.8	-6.3	-1.1	-11.2	4.4	-0.3
CCOc1ccc(/C=C/C(=O)N2CCOCC2)cc1OC	2.2	-0.3	-0.6	-0.1	9.7	0.2	-0.2	-13.5	4.1
CCOC(=O)N1CCN(C(=O)c2cn(CC(C)C)c(=O)c3c2c2ccccc2n3C)CC1	16.1	-2.9	3.1	2.5	-6.4	-3.9	-24.7	0.0	9.1
O=C(NCc1ccc(Cl)nc1)c1csc(COCCO)n1	-7.4	x	10.1	1.0	-15.6	-2.3	x	-0.8	6.5
O=c1c(Cc2ccccc2)c(O)ccn1Cc1ccco1	10.1	1.5	9.0	-0.5	-11.7	0.5	-1.1	-11.2	3.8
O=C(COC(=O)c1ccccc1)Nc1ccccc1N1CCOCC1	16.5	-23.3	7.6	1.3	-1.1	-2.9	-9.2	-1.9	14.9
O=C(CC(Cc1ccccc1)C(=O)O)Nc1ccc(F)cc1 (stereo not drawn)	-14.0	2.4	18.1	1.6	-7.0	-3.2	8.0	-16.1	1.6
CCOC(=O)c1n[nH]c2ccccc12	-14.9	-10.3	10.4	0.4	-22.8	-3.0	1.4	-11.6	9.0
CC(=O)OCCn1c(Br)nc2c1c(=O)[nH]c(=O)n2C	-1.4	-7.8	7.9	0.4	-7.7	-4.1	-1.5	0.6	1.1
O=C(NCc1ccccc1)c1cc(C2CCCCN2C(=O)c2ccc(Cl)cc2)on1 (stereo not drawn)	-11.8	x	6.9	1.7	-2.9	-6.4	x	-13.0	-1.4
COc1ccc(CNC(=O)CSc2nnc(C)n2-c2ccc(F)cc2)cc1	2.3	-4.8	22.6	1.2	-12.7	-1.9	0.9	-11.0	0.1
Cc1cc(C)cc(S(=O)(=O)c2cn(C)c3cc(N4CCN(C)CC4)c(F)cc3c2=O)c1	-3.6	-18.8	-2.3	0.2	-11.5	-1.7	-12.1	-3.0	1.2
COc1cccc(CN(C)C(=O)c2ccccc2Sc2ccccc2C#N)c1	20.6	-15.4	11.4	5.4	-7.8	-2.1	-18.4	-6.8	3.0
C=CCn1c(=O)[nH]c2cc(C(=O)N3CCN(c4cccc(Cl)c4)CC3)ccc2c1=O	20.0	-6.7	5.0	2.9	5.5	-5.3	-19.4	20.7*	14.0
Cc1ccc(N2CC(C(=O)Oc3cccc(N4C(=O)CCC4=O)c3)CC2=O)cc1 (stereo not drawn)	12.9	-3.5	11.7	-0.1	-6.3	-5.8	-4.1	0.0	12.5
Cc1nc(N2CCCCC2)c2c(C)c(C(=O)Nc3ccccc3C(F)(F)F)sc2n1	27.8	-14.3	15.0	0.3	-5.8	-10.1	-17.6	1.1	17.3
O=C(Nc1cccc(/C=C/c2nc3ccccc3c(=O)[nH]2)c1)c1ccccc1Cl	67.8*	-4.3	15.1	3.0	-18.1	-2.8	-10.1	-13.8	9.7
Nc1ccc(N2C(=O)c3ccccc3C2=O)c(Cl)c1	-18.1	-1.4	14.4	0.3	-8.6	-4.5	-9.6	-25.4	0.4
Fc1ccc(Nc2nc(NCc3cccs3)nc3ccsc23)cc1	23.5	x	4.9	4.6	-3.4	-0.2	x	1.1	11.4
CCN(CC)C(=O)[C@H]1C[C@H](CC(=O)NCCN2CCOCC2)C(=O)N2CCc3c([nH]c4ccc(Cl)cc34)[C@]12C	0.7	x	24.4	1.0	-24.1	-7.0	-17.4	-9.2	1.1
O=C(O)C(=O)Nc1ccc(NC(=O)C(c2ccccc2)c2ccccc2)cc1	-1.9	x	6.6	0.0	0.7	-3.8	x	6.8	4.9
O=C(CN1CCN(C(=O)c2ccco2)CC1)Nc1cc(S(=O)(=O)N2CCCC2)ccc1Cl	2.6	x	33.7	3.6	-23.7	-2.4	x	-14.7	0.7
O=C(NC1CC(=O)N(c2ccccc2)C1)C(=O)c1c[nH]c2ccccc12 (stereo not drawn)	-1.3	-5.9	13.6	1.0	11.7	1.0	-9.6	-5.5	6.3
CCOc1ccc(Cl)cc1CNCCNCC(C)O (stereo not drawn)	3.6	1.6	10.4	0.4	-11.8	-9.2	-11.3	0.6	-2.1
Cc1ccc(-c2nn(-c3ccccc3)cc2/C=N/NC(=O)CSc2nnc(C)n2-c2ccccc2)cc1	33.4	-4.9	14.3	0.8	1.2	-1.6	-29.4	-2.4	1.9
O=C(Cn1cnnn1)NCc1ccccc1	1.4	-4.7	11.6	0.6	-3.3	-2.6	-3.6	0.9	-2.5
